# Assay outcomes from PubChem.
# Mtb RmlCD inh: M. tuberculosis RmlC/RmlD coupled enzyme inhibitors, primary screen, biochemical, compound mixtures, 384-well, from 1536-well plates; dTDP-4-dehydrorhamnose reductase (Mycobacterium tuberculosis (strain ATCC 25618 / H37Rv)) …; RmlC+RmlD coupled enzyme assay, percent inhibition; primary screen in compound mixtures; inhibition, % at 3.6 µM; 0.03% of 160,000 active; AID 1533, 2009; in the data active = inhibition mostly above about 34%, no sharp cut-off; inconclusive = no clear call, values can overlap the other calls; inactive = mostly below about 22%; note: some results filed as inactive read as strong as hits
# Target sequence (P9WH09 whole entry, looked up): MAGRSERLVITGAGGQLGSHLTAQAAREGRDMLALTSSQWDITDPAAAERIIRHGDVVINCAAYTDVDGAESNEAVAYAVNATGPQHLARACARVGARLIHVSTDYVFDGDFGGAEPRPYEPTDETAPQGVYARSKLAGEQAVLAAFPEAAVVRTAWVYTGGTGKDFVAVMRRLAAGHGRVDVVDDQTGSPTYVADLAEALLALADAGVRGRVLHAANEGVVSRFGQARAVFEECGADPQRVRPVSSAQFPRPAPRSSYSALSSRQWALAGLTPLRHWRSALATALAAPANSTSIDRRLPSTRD
# Target sequence (P9WH11 whole entry, looked up): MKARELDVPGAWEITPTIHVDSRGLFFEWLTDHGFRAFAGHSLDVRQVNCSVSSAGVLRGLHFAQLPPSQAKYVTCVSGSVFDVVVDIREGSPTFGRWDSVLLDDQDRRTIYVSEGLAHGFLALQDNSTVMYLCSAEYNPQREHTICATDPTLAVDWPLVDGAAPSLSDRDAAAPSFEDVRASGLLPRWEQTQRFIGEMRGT
# GlmU inhibition: inhibition of mycobacterial GlmU enzyme – biochemical, glucosamine-1-phosphate acetyltransferase (AID 1376); Bifunctional protein GlmU (Mycobacterium tuberculosis (strain ATCC 25618 / H37Rv)); M. tuberculosis GlmU acetyltransferase enzyme assay; higher % means a stronger effect; one-dose inhibition, %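 (tested at 30 µM in the primary screen)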; IC50 in µM for titrated hits; 0.25% of 220,000 active; in the data active = inhibition above about 13%; inconclusive = no clear call, values can overlap the other calls;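 note: 0% = complete reaction with vehicle and 100% = reaction without substrate; strong numbers were not always called active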
# * marks the source's active call; other numbers are inactive results; ? = inconclusive; / = no result given; & = joins results of further samples.
SMILES,Mtb RmlCD inh,GlmU inhibition
Fc1ccc(-c2n[nH]c(=S)n2-c2ccc3c(c2)OCCO3)cc1,11.0,2.8%
COc1cccc(NC(=O)C2CCN(Cc3cnn(-c4ccccc4)c3-n3cccc3)CC2)c1,/,2.0%
C=C(C)c1cccc(C(C)(C)NC(=O)NC(c2ccccc2)c2ccc(OC)cc2)c1 (centres undefined),/,0.3%
Nc1ccccc1C#Cc1ccccc1,/,-3.1%
CC(C)(C)c1cc(NC(=O)C2CCCO2)no1 (centres undefined),-5.9,3.0%
O=C(NCc1ccc2c(c1)OCO2)c1ccccc1,-8.2,1.6%
Cc1cc(C)nc(SCc2ccc(C(=O)N/N=C/c3ccco3)cc2)n1,/,1.1%
COC(=O)c1ccc(N/C(=N/S(=O)(=O)c2ccccc2)c2ccccc2)cc1,9.8,0.1%
O=C(NCc1ccco1)c1ccc2c(c1)S(=O)(=O)c1ccccc1C2=O,/,-0.1%
COC(=O)c1ccc(COC(=O)CNS(=O)(=O)c2ccccc2)cc1,3.8,-6.1%
Cc1ccc(C(C)C)c(OCc2n[nH]c(=S)o2)c1,1.2,9.6%
c1ccc(-n2nnc3ccccc32)nc1,5.3,-2.3%
Cc1ccc(C)c(N2CCN(C(=O)C3CCCN(S(=O)(=O)c4c(C)noc4C)C3)CC2)c1 (centres undefined),12.3,-2.4%
CCCc1c(C)c2c(C)[nH]nc2oc1=O,-3.1,1.2%
CN1CCN(Cc2nc3c(c(=O)n(C)c(=O)n3C)n2CCCc2ccccc2)CC1,-1.6,4.1%
O=C(COC(=O)c1cc(=O)[nH]c2ccccc12)Nc1nccs1,4.4,-1.4%
O=C(Nc1cccc(Cl)c1)O/N=C\c1ccncc1,12.1,-4.2%
O=C1C2CC=C(Cl)CC2C(=O)N1CCN1CCOCC1 (centres undefined),52.9,0.5%
c1ccc(-c2nc3cnccn3c2Nc2ccc3c(c2)OCCO3)cc1,-7.2,5.6%
COc1ccccc1OCC(=O)O,-3.2,10.3%&2.5%
CCc1nc(SCC(=O)Nc2ccc(C(=O)O)cc2)n[nH]1,-3.8,-2.7%
O=C(O)c1cccc(-n2cccc2/C=C2/NC(=O)N(c3ccc(Cl)cc3)C2=O)c1,9.1,68.6%*
COCCN(C(=O)CNC(=O)c1ccco1)C(C(=O)NC1CCCCC1)c1cccs1 (centres undefined),/,1.8%
CCOC(=O)CSc1nnc(-c2cccnc2)o1,/,0.7%
COc1ccccc1C(=O)NCC(=O)OCC(=O)Nc1cccc(S(=O)(=O)N(C)C)c1,-11.0,1.9%

# The last 2 records of the section before open the next one:
SMILES,Mtb RmlCD inh,GlmU inhibition
CCOC(=O)CSc1nnc(-c2cccnc2)o1,/,0.7%
COc1ccccc1C(=O)NCC(=O)OCC(=O)Nc1cccc(S(=O)(=O)N(C)C)c1,-11.0,1.9%
COc1ccc(NC(=O)CSc2nnc(-c3ccc(C)cc3)n2N)cc1,-5.2,-1.2%
Cc1ccc(NC(=O)c2cccc(C(=O)OC(C)C)n2)c(Br)c1,-9.9,-4.2%
O=C1CC(c2cccc(Oc3ccccc3)c2)NC(=O)N1 (centres undefined),/,2.5%
Brc1ccc2oc3c(N4CCOCC4)ncnc3c2c1,6.7,-4.2%
CC(=O)N1CCc2cc(Br)cc(S(=O)(=O)N3CCCCCC3)c21,-1.5,-0.8%
COC(=O)c1nnn(Cc2ccccc2)c1N,/,2.2%
COc1ccc(CN2C(=O)N(c3ccccc3)C(=O)C2CC(=O)Nc2ccccc2)cc1OC (centres undefined),3.0,2.8%
CCCCN(NC(C)=O)c1nc(Cl)nc(NC(C)C)n1,/,-7.4%
Cc1cc(C)cc(NS(=O)(=O)c2ccc3oc(=O)ccc3c2)c1,/,3.7%
COc1ccc(OC)c(N=Cc2c(O)[nH]c3ccccc23)c1,3.1,0.3%
Cc1onc(-c2ccccc2Cl)c1C(=O)OCC(=O)Nc1ccc2c(c1)OCO2,/,-0.2%
CC1(C)CC(=O)/C(=C(/O)CCCN2C(=O)c3ccccc3C2=O)C(=NC(C)(C)C)C1,8.1,-0.5%
COC(=O)c1ccc(CSc2nc3ccccc3c(=O)n2CC(C)C)o1,/,0.4%
CC(C)(C)c1ccc(OCC(=O)NNC(=S)NC(=O)c2ccccc2[N+](=O)[O-])c(Br)c1,14.6,0.8%
O=C(COc1ccc(Cl)cc1Cl)N/N=C1\CCCc2ccccc21,7.5,-6.1%
CCCC(=O)Nc1ccccc1NC(=O)CCC,/,1.6%
O=C(O)c1ccc(-c2ccc(Cl)cc2Cl)o1,12.1,-1.6%
Cc1nc2sc(C(c3ccccc3)N3CCN(C(=O)c4ccco4)CC3)c(O)n2n1 (centres undefined),/,-6.1%
CCN1/C(=C/c2ccc3ccccc3[n+]2CC)C=Cc2ccccc21,14.0,-1.6%
Cc1cc(C)nc(NC(=O)c2ccc([N+](=O)[O-])o2)n1,-18.6,5.6%
CN(C(=O)CCn1c(=S)oc2ccccc21)C1CCCCC1,-14.2,2.8%
CCOc1cc(C2/C(=C(/O)c3ccc(OC(C)C)cc3)C(=O)C(=O)N2CCCOC)ccc1O (centres undefined),-6.3,0.0%
Cc1cc(NC(=O)CC(CN(C)S(=O)(=O)c2ccccc2)c2ccccc2)no1 (centres undefined),-4.4,-0.8%
CN(CC(=O)O)S(=O)(=O)c1ccc2c(c1)NC(=O)CC(=O)N2,7.4,2.6%
O=C(OCC#CCSc1nnc(-c2ccncc2)o1)c1cccs1,/,-6.6%
# The list continues.
SMILES,Mtb RmlCD inh,GlmU inhibition
Brc1ccc(COc2ncnc3ccccc23)cc1,-3.6,0.7%
COc1ccc(N2CCC(CNC(=S)Nc3ccc(C)cc3C)C2)cc1 (centres undefined),10.7,-9.3%
COc1ccc(CNC(=O)C2CCC(CNS(=O)(=O)c3cccc4nsnc34)CC2)cc1 (centres undefined),48.3,-0.6%
CCOC(=O)c1c(N)n(CCN2CCOCC2)c2nc3ccccc3nc12,-1.4,3.3%
CCOC(=O)CC(NC(=O)c1ccc(C)cc1)c1ccc(OC)cc1 (centres undefined),-13.2,6.7%
CC1(C)CC(=O)C2=C(C1)OC(N)=C([N+](=O)[O-])C2c1ccc(F)cc1 (centres undefined),3.1,-3.7%
Cc1ccc(-c2nn3c(C)nnc3s2)cc1N,/,5.5%
COc1ccc(-c2cc(C(F)(F)F)n3nc(C(=O)Nc4c(C)n(C)n(-c5ccccc5)c4=O)c(Cl)c3n2)cc1,2.9,-5.4%
O=C(NC1=NCCS1)c1cc2ccccc2o1,/,8.5%
C=C(C)CCOC(=O)C(CC(=O)O)NCc1ccco1 (centres undefined),2.8,-0.1%
O=C(COc1ccccc1[N+](=O)[O-])N/N=C/c1cccc(OC(=O)c2ccc3c(c2)OCO3)c1,8.2,9.9%
Cc1ccc(NC(=O)c2ccc(Cn3cc(Br)cn3)o2)cc1,/,-0.5%
CCOCC(O)CNC(=O)c1ccc(OC2CCN(C(=O)c3cccnc3)CC2)cc1 (centres undefined),-29.4,5.2%
COCCN(C(=O)CSc1nnc(C)n1-c1ccccc1)c1c(N)n(Cc2ccccc2)c(=O)[nH]c1=O,-10.0,3.6%
Nn1c(SCc2ccc(F)cc2)nnc1-c1cccnc1,-15.2,1.6%
CCN(CC)CCN1C(=O)c2oc3ccccc3c(=O)c2C1c1ccccc1 (centres undefined),/,3.4%
Cc1nc(NC(=O)C2CC3CCCC(C2)C3=O)sc1C (centres undefined),2.1,-8.0%
COc1ccc(NC2=C(C)C(=O)CC2)cc1,1.2,3.3%
Cc1ccn2c(Nc3ccccc3C)c(-c3cccnc3)nc2c1,-8.5,5.8%
CCCc1nn2c(=O)cc(O)nc2s1,-0.4,9.4%
O=C(Nc1ccc2c(c1)OCO2)c1ccc(N2C(=O)c3ccccc3C2=O)cc1,-5.0,2.3%
O=C(NCc1ccncc1)C(=O)NCC1OCCCN1S(=O)(=O)c1ccccc1 (centres undefined),51.3,1.6%
O=C(COC(=O)c1ccc(S(=O)(=O)N2CCOCC2)cc1)Nc1nc(-c2ccccc2)cs1,-1.5,-3.6%
COc1ccc(CC(=O)NNC(=O)CCc2ccccc2)cc1OC,14.3,-0.3%
CCOC(=O)c1cnc2ccc(C)cc2c1Sc1ccccc1C(=O)OC,1.1,/
# Next part:
SMILES,Mtb RmlCD inh,GlmU inhibition
CC(=O)Nc1ccc(S(=O)(=O)NCCSCc2ccco2)cc1,7.4,4.2%
O=C1CC(NCc2cccs2)C(=O)N1c1ccc(Cl)cc1 (centres undefined),9.2,-0.1%
O=C(CCN1C(=O)c2ccccc2C1=O)Nc1ccncc1,5.1,6.8%
Cn1c(=O)c2c(nc(CN3CCN(CCO)CC3)n2CCc2ccccc2)n(C)c1=O,/,-1.3%
COCCCNc1nc2nonc2nc1N1CCC(C(C)N2CCOCC2)CC1 (centres undefined),/,9.4%
COc1cc(NC(=O)C(=O)NCCN2CCNCC2)c(OC)cc1Cl,4.7,-0.7%
Cc1nc2ccc(Cl)cn2c1C(=O)NN,-11.2,-0.3%
C=CCOC(=O)C1=C(C)NC(SCC(=O)Nc2ccccc2)=C(C#N)C1c1ccco1 (centres undefined),5.2,-5.2%
CC(C)(C)c1ccc(C(=O)Cn2nc(C(=O)O)c3ccccc3c2=O)cc1,/,-2.6%
NC(=O)C(=O)N/N=C/c1cccc(C(F)(F)F)c1,0.9,0.1%
COc1ccc(N=C2SC(C(=O)O)CC(=O)N2Cc2ccc(OC)c(OC)c2)cc1 (centres undefined),/,1.2%
COC(=O)c1c(NC(=O)C2SC(=NC3CCCCC3)C(C(N)=O)=C2N)sc2c1CCCC2 (centres undefined),6.2,1.3%
O=C(CCC(=O)OCc1ccc(Br)cc1)Nc1ccccc1,-10.9,-3.7%
Cc1ccc(C2C3=C(CC(C)(C)CC3=O)Nc3n[nH]c(C)c32)cc1 (centres undefined),-0.3,0.4%
CCOC(=O)c1c(NC(=O)CSc2nnnn2C)sc(C)c1C,5.4,2.2%
Cc1ccc(-n2sc3ccccc3c2=O)cc1S(=O)(=O)N1CCCCC1,?,-6.5%
O=c1[nH]cnc(O)c1C(c1ccc(Br)cc1)c1c(O)nc[nH]c1=O,11.1,-1.8%
CCc1ccc(NC(=O)c2cc3c(C)nc4ccccc4c3o2)cc1,-4.1,0.4%
O=C(COC(=O)c1ccc(Sc2ccccc2)c([N+](=O)[O-])c1)NC1CCCc2ccccc21 (centres undefined),-8.1,1.5%
COc1ccc(NC(=O)C2C3C=CC(O3)C2C(=O)NCc2cccnc2)cc1 (centres undefined),4.8,-1.6%
CCNc1nc(N)c(C(=C(C#N)C#N)c2ccccc2)s1,-4.0,-0.5%
CCc1cc2c(cc3c(=O)n(CC(=O)N4CCN(c5ccccn5)CC4)nc(CC)n32)s1,/,-0.6%
CCCc1ccc(O)c(N=Cc2cc(Br)cc(OCC)c2O)c1,6.5,-4.3%
CCOC(=O)c1c(-c2ccc(C)cc2)csc1NC(=O)c1cccc(N2C(=O)CCC2=O)c1,5.2,-2.5%
CCN(CCO)c1ncnc2c1sc1nc(CC(C)C)c3c(c12)CC(C)(C)OC3,-10.9,-1.2%
# Next section
SMILES,Mtb RmlCD inh,GlmU inhibition
Cc1ccc(C)c(NC(=O)CSc2ccc(-c3ccco3)nn2)c1,14.3,4.6%
CC(=O)Nc1ccccc1C(=O)C(=O)O,0.6,-0.3%
Cc1nc(N2CCN(c3ccccc3)CC2)nc2c1C(=O)CC(c1ccccc1)C2 (centres undefined),0.5,1.9%
CC(C)CN(C(=O)CN1CCN(c2ccc(F)cc2)CC1)c1c(N)n(CC(C)C)c(=O)[nH]c1=O,-8.9,-0.6%
CC(=O)c1nc(N2C(=O)C3CC=C(C)CC3C2=O)sc1C (centres undefined),10.2,-1.8%
Cc1nc2ccccc2n1C1CC(=O)N(Cc2ccccc2)C1=O (centres undefined),/,0.9%
C=CCc1ccc(OCCCOc2ccc(C(=O)O)cc2)c(OC)c1,-4.4,-3.3%
FC(F)(F)c1ccc(Cl)c(-n2c(-c3cc(C4CC4)[nH]n3)n[nH]c2=S)c1,5.2,-4.2%
CCOc1ccc(Cc2nc(C)c(CC(=O)N3CCOCC3)c(=O)[nH]2)cc1,42.8,3.4%
N=C1c2ccccc2CN1c1ncccn1,3.5,6.0%
O=C(c1cccs1)N1CCc2ccccc21,8.7,-0.3%
COC(=O)C1=C(c2ccccc2)C[C@@H]2CC[C@H]1N2C(=O)NCC1CC1,/,-2.5%
O=C1NC(=Nc2ccc(O)cc2)S/C1=C\C=C\c1ccco1,-12.2,3.6%
CCCCCCC(=O)Oc1cccc(N2C(=O)C3CCCCC3C2=O)c1 (centres undefined),-8.1,2.9%
COc1cccc2cc(C(=O)NCc3ccco3)c(=Nc3ccc(C(=O)O)cc3)oc12,-10.3,1.8%
CCOc1c2ccc(C(=O)NCc3ccc4c(c3)OCO4)cc2nn1CCOC,/,1.0%
CCn1cc(C(=O)O)c(=O)c2cc(F)c(N/N=C/c3ccccc3)cc21,-1.8,5.0%

# Six entries from above, with values under each structure:
# Screens in order: Mtb RmlCD inh, GlmU inhibition
- Cc1ccc(C)c(NC(=O)CSc2ccc(-c3ccco3)nn2)c1
  14.3, 4.6%
- Cc1nc(N2CCN(c3ccccc3)CC2)nc2c1C(=O)CC(c1ccccc1)C2 (centres undefined)
  0.5, 1.9%
- O=C1NC(=Nc2ccc(O)cc2)S/C1=C\C=C\c1ccco1
  -12.2, 3.6%
- CC(=O)Nc1ccccc1C(=O)C(=O)O
  0.6, -0.3%
- CCOc1ccc(Cc2nc(C)c(CC(=O)N3CCOCC3)c(=O)[nH]2)cc1
  42.8, 3.4%
- N=C1c2ccccc2CN1c1ncccn1
  3.5, 6.0%

# Only part of the results is shown; count on the stated rates, not on these rows.
